APOBEC3G inh = APOBEC3G (human) deaminase inhibition | recombinant A3G, ssDNA deamination FAM/TAMRA fluorescence | inhibition, % at 20 µM | 0.28% of 330,000 active;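 active means inhibition of at least 40% at 20 µM, with no more than 30% in the related APOBEC3A deaminase screen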;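 further: plate controls were DMSO wells with A3G for no effect and wells lacking A3G enzyme for full effect; some compounds called inactive have numbers as strong as hits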
Target sequence (Q9HC16 whole entry, looked up): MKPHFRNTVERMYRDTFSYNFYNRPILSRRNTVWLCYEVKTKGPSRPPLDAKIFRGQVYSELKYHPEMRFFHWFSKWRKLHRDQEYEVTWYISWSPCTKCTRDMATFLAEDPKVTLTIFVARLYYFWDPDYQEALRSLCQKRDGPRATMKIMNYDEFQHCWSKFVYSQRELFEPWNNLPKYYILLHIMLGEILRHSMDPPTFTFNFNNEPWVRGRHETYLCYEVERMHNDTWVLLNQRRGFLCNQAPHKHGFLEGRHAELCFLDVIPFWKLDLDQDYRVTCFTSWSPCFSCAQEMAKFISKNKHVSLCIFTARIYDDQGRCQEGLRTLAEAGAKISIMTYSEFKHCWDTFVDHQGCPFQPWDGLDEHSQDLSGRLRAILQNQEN
mIAP activ = increases mouse intestinal alkaline phosphatase activity | muIAP, CDP-Star luminescence, 30 min; active compounds read high; 1 = vehicle-only enzyme signal, 0 = enzyme-free wells | activation factor at 10 µM | 0.24% of 330,000 active;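 active means activation factor of at least 2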; further: the source names both 10 and 20 µM as test concentration; values of inactives mirror those of a sister screen read the other way
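System: mouse IAP enzyme. Reagent: CDP-Star chemiluminescent phosphatase substrate. Benchmarks: DMSO wells, no-enzyme wells. Times: 30 min enzyme-substrate-compound incubation at room temperature. Detection: luminescence from enzymatic CDP-Star hydrolysis. Doses: test compounds delivered from DMSO solution.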
tim10-1 inh = growth inhibitors of tim10-1 mutant yeast; S. cerevisiae tim10-1 ts strain growth, BacTiter-Glo, 24 h; 2.2% of 330,000 active; AID 463190; inhibition, % at 20 µM;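 active means inhibition of at least 40%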;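 further: mutant grown at 25 °C; 0% = DMSO wells with yeast and 100% = wells holding no yeast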
mIAP inh = blocks mouse intestinal alkaline phosphatase | purified mouse IAP, CDP-Star luminescence, 30 min | inhibition, % at 10 µM | 0.2% of 330,000 active | AID 2806;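 active means inhibition of at least 40% at 10 µM in the primary screen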;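 further: plate controls were DMSO with enzyme for no effect and no enzyme wells for full effect; values of inactives mirror those of a sister screen read the other way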
A3A deaminase = human APOBEC3A DNA deaminase inhibition | recombinant A3A, FAM/TAMRA ssDNA deamination fluorescence | AID 493011 | inhibition, % at 20 µM | P31941 | 0.41% of 330,000 active;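 active means at least 40% inhibition at 20 µM here, with at most 30% in a related deaminase screen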;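 further: plate controls were A3A with DMSO for no effect and wells lacking A3A enzyme for full effect; some results filed as inactive read as strong as hits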
NALP3 yeast inh = inhibitors of NALP3 inflammasome in yeast | Yeast reconstituted NLRP3/ASC/caspase-1, beta-gal luminescence, 24 h | 0.39% of 330,000 active | inhibition, % at 10 µM;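 active means inhibition of 50% or more; inactive means inhibition below 50%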;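 further: plate controls were induced DMSO wells for no effect and uninduced yeast grown without galactose for full effect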
hIAP inh = human IAP inhibition | P09923 | purified IAP, CDP-Star luminescence, 30 min | inhibition, % at 10 µM | 0.12% of 330,000 active;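 active means inhibition reaching a set limit with compound at 10 µM in the primary screen, cut at about 35% in these data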;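 further: plate controls were DMSO wells with enzyme for no effect and no-enzyme buffer wells for full effect; values of inactives mirror those of a sister screen read the other way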
Target sequence (P09923 whole entry, looked up): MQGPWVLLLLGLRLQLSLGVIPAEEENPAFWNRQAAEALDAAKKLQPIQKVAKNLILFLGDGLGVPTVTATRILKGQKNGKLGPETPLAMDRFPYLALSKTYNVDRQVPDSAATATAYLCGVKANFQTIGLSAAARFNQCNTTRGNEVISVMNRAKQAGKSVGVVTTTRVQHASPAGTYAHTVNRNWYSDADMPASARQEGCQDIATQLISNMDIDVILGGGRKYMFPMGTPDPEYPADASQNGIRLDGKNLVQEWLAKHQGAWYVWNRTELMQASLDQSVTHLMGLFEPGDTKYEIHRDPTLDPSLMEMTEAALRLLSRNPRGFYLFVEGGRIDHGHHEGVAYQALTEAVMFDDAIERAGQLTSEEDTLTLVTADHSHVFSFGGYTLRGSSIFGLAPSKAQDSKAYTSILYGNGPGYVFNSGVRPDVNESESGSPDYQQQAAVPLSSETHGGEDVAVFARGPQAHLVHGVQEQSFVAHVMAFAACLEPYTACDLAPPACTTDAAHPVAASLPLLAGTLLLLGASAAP
TIM10 inh = growth inhibitors of TIM10 yeast strain; S. cerevisiae TIM10 strain growth, BacTiter-Glo luminescence, 24 h; inhibition, % at 10 µM; 1.4% of 330,000 active; AID 463195;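 active means inhibition of 40% or more at the single tested concentration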;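 further: wild-type TIM10 isogenic control strain grown at permissive 25 °C; 0% = DMSO yeast wells and 100% = minimal medium wells without yeast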
MIN6 prolif = inducers of beta-cell replication in MIN6 cells; MIN6 cells proliferation, ATPlite luminescence, 48 h; cells starved in 0.2% serum; 100% = growth in 10% serum; proliferation, % at 10 µM; 0.29% of 330,000 active;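 active means compounds whose signal lies at least 3.5 SD above the mean of all wells on their plate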;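 further: 0% = DMSO-treated cells in low-serum medium and 100% = 10% serum control; some compounds called inactive have numbers as strong as hits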
* hit, by the source's call.

What do the screens show for `CC(=O)[C@@H]1[C@@H](C(=O)c2ccccc2)[C@]2(C(=O)Nc3ccccc32)[C@H]2C=Cc3cc(F)ccc3N12`?
APOBEC3G inh: -4; mIAP activ: 0.98; tim10-1 inh: 0; mIAP inh: 2; A3A deaminase: 2; NALP3 yeast inh: 21; hIAP inh: 10; TIM10 inh: 21; MIN6 prolif: 0

Results for CCNS(=O)(=O)c1ccc(NC(=O)c2ccccc2)cc1 ?
APOBEC3G inh: -6; mIAP activ: 0.98; tim10-1 inh: 14; mIAP inh: 2; A3A deaminase: -1; NALP3 yeast inh: 9; hIAP inh: 0; TIM10 inh: 4; MIN6 prolif: -2

How did O=C(NN1CCN(Cc2ccccc2Cl)CC1)c1ccc(Br)cc1 do in these assays?
APOBEC3G inh: -9; mIAP activ: 0.97; tim10-1 inh: 2; mIAP inh: 3; A3A deaminase: -1; NALP3 yeast inh: 15; hIAP inh: -8; TIM10 inh: -18; MIN6 prolif: -2

What do the screens show for `CC1CCCCC1NC(=O)c1cc2ccccc2o1` (stereo not drawn)?
APOBEC3G inh: 0; mIAP activ: 0.99; tim10-1 inh: 19; mIAP inh: 0; A3A deaminase: 3; NALP3 yeast inh: 15; hIAP inh: 15; TIM10 inh: 15; MIN6 prolif: 0

What do the screens show for `CCOC(=O)c1ccc(NC(=O)COc2ccccc2CNCCO)cc1`?
APOBEC3G inh: -4; mIAP activ: 1.1; tim10-1 inh: 14; mIAP inh: -9; A3A deaminase: 1; NALP3 yeast inh: 10; hIAP inh: -8; TIM10 inh: 4; MIN6 prolif: -1

How did COc1cccc(/C=C2/SC(=S)N(CC(=O)NNC(=O)c3ccccc3O)C2=O)c1 do in these assays?
APOBEC3G inh: -7; mIAP activ: 0.75; tim10-1 inh: -6; mIAP inh: 25; A3A deaminase: -4; NALP3 yeast inh: 17; hIAP inh: -97; TIM10 inh: 25; MIN6 prolif: -3

What do the screens show for `Cc1ccc(C)c(N2CCN(c3nc4ccccc4c(=O)n3Cc3ccccc3)CC2)c1`?
APOBEC3G inh: -11; mIAP activ: 0.93; tim10-1 inh: 19; mIAP inh: 7; A3A deaminase: -5; NALP3 yeast inh: 23; hIAP inh: 16; TIM10 inh: -3; MIN6 prolif: -5

Results for FCCCOc1ccc(-c2ccnc3ncnn23)cc1 ?
APOBEC3G inh: -6; mIAP activ: 0.96; tim10-1 inh: -13; mIAP inh: 4; A3A deaminase: -1; NALP3 yeast inh: 14; hIAP inh: -5; TIM10 inh: 1; MIN6 prolif: -2

What do the screens show for `O=S1(=O)CCC(NC(=S)N2CCCCCC2)C1` (stereo not drawn)?
APOBEC3G inh: -7; mIAP activ: 1; tim10-1 inh: 1; mIAP inh: 0; A3A deaminase: -2; NALP3 yeast inh: 9; hIAP inh: -5; TIM10 inh: 6; MIN6 prolif: -2

What do the screens show for `Cc1cc(NC(=O)CSc2nnc(-c3cccnc3)n2Cc2ccccc2)no1`?
APOBEC3G inh: -5; mIAP activ: 1.1; tim10-1 inh: 16; mIAP inh: -8; A3A deaminase: 7; NALP3 yeast inh: 9; hIAP inh: 13; TIM10 inh: -5; MIN6 prolif: -1

How did O=[N+]([O-])c1cccc(Cl)c1NCCNc1ncc(C(F)(F)F)cc1Cl do in these assays?
APOBEC3G inh: 1; mIAP activ: 0.82; tim10-1 inh: -2; mIAP inh: 18; A3A deaminase: 2; NALP3 yeast inh: 23; hIAP inh: 9; TIM10 inh: 0; MIN6 prolif: -1

What do the screens show for `O=C(CCN1CCC(c2ccccc2)C1)c1ccccc1` (stereo not drawn)?
APOBEC3G inh: -3; mIAP activ: 0.96; tim10-1 inh: 9; mIAP inh: 4; A3A deaminase: -1; NALP3 yeast inh: 36; hIAP inh: -11; TIM10 inh: -16; MIN6 prolif: -6

What do the screens show for `CNC(=O)CC12CC3CC(CC(C3)C1)C2`?
APOBEC3G inh: -1; mIAP activ: 1.1; tim10-1 inh: 9; mIAP inh: -11; A3A deaminase: -2; NALP3 yeast inh: 3; hIAP inh: 16; TIM10 inh: 8; MIN6 prolif: -2

How did COc1ccc(C(=O)/C(=C/c2cccs2)c2nc3ccccc3o2)cc1 do in these assays?
APOBEC3G inh: 1; mIAP activ: 0.55; tim10-1 inh: 49*; mIAP inh: 46*; A3A deaminase: 4; NALP3 yeast inh: 23; hIAP inh: 12; TIM10 inh: 43*; MIN6 prolif: -5

How did O=C(Nc1ccccc1N1CCCC1)c1ccccc1F do in these assays?
APOBEC3G inh: -2; mIAP activ: 0.96; tim10-1 inh: -1; mIAP inh: 4; A3A deaminase: 1; NALP3 yeast inh: -5; hIAP inh: -22; TIM10 inh: -2; MIN6 prolif: 3

How did CCOC(=O)c1c(N)c(C#N)c2n1CCCCC2 do in these assays?
APOBEC3G inh: -1; mIAP activ: 0.94; tim10-1 inh: 11; mIAP inh: 6; A3A deaminase: 2; NALP3 yeast inh: -7; hIAP inh: -14; TIM10 inh: 0; MIN6 prolif: 0

Results for CC(=O)/C(=C(/O)c1ccccc1)c1nc2ccccc2[nH]1 ?
APOBEC3G inh: 0; mIAP activ: 0.95; tim10-1 inh: -19; mIAP inh: 5; A3A deaminase: 3; NALP3 yeast inh: 36; hIAP inh: -8; TIM10 inh: -24; MIN6 prolif: -2

How did CCN(CC)C(=O)CSc1ncnc2sccc12 do in these assays?
APOBEC3G inh: -5; mIAP activ: 0.93; tim10-1 inh: 16; mIAP inh: 7; A3A deaminase: -1; NALP3 yeast inh: 8; hIAP inh: 14; TIM10 inh: 10; MIN6 prolif: 5

Results for COc1cccc(C(=O)N2CCC(n3nccc3NC(=O)C(OC)c3ccccc3)CC2)c1 (stereo not drawn) ?
APOBEC3G inh: 0; mIAP activ: 1; tim10-1 inh: 1; mIAP inh: -5; A3A deaminase: 0; NALP3 yeast inh: 24; hIAP inh: 4; TIM10 inh: 1; MIN6 prolif: 1

What do the screens show for `COc1cc(CCC(=O)Nc2sccc2C#N)cc(OC)c1OC`?
APOBEC3G inh: 2; mIAP activ: 1; tim10-1 inh: 1; mIAP inh: 0; A3A deaminase: 0; NALP3 yeast inh: 10; hIAP inh: 6; TIM10 inh: 4; MIN6 prolif: -1

How did CCOc1ccc2nc(NC(=O)C(CC)Sc3nc(C)cc(=O)[nH]3)sc2c1 (stereo not drawn) do in these assays?
APOBEC3G inh: -3; mIAP activ: 0.96; tim10-1 inh: 4; mIAP inh: 4; A3A deaminase: 0; NALP3 yeast inh: 5; hIAP inh: -7; TIM10 inh: -2; MIN6 prolif: -3

What do the screens show for `O=[N+]([O-])c1ccc(O)c(C=Nc2ccc3oc(Cc4ccc(Cl)cc4)nc3c2)c1`?
APOBEC3G inh: -6; mIAP activ: 0.91; tim10-1 inh: 22; mIAP inh: 9; A3A deaminase: -2; NALP3 yeast inh: 31; hIAP inh: -30; TIM10 inh: 25; MIN6 prolif: -2

How did O=C(Nc1ccc(Cn2ccnc2)cc1)c1cccc(C(F)(F)F)c1 do in these assays?
APOBEC3G inh: -4; mIAP activ: 1; tim10-1 inh: -1; mIAP inh: -3; A3A deaminase: -4; NALP3 yeast inh: 22; hIAP inh: 7; TIM10 inh: -3; MIN6 prolif: -1

How did COc1cccc(-n2nc3c(=S)[nH]nc(C)c3c2C)c1 do in these assays?
APOBEC3G inh: -1; mIAP activ: 1.1; tim10-1 inh: -1; mIAP inh: -7; A3A deaminase: -2; NALP3 yeast inh: 28; hIAP inh: 13; TIM10 inh: -7; MIN6 prolif: 0

What do the screens show for `CC1=C(C(=O)N2CCCC(N3CCN(c4cccc(Cl)c4)CC3)C2)OCCO1` (stereo not drawn)?
APOBEC3G inh: -3; mIAP activ: 1; tim10-1 inh: 16; mIAP inh: 0; A3A deaminase: -7; NALP3 yeast inh: 8; hIAP inh: -16; TIM10 inh: 10; MIN6 prolif: -1

What do the screens show for `Fc1ccccc1CNc1cc(Cl)cc(Cl)c1`?
APOBEC3G inh: -3; mIAP activ: 1.1; tim10-1 inh: 59*; mIAP inh: -6; A3A deaminase: -2; NALP3 yeast inh: -10; hIAP inh: 18; TIM10 inh: 20; MIN6 prolif: 3

What do the screens show for `CC(=O)/C(=N/Nc1ccccc1C)N1CCOCC1`?
APOBEC3G inh: 41*; mIAP activ: 1; tim10-1 inh: 0; mIAP inh: -4; A3A deaminase: 0; NALP3 yeast inh: 4; hIAP inh: 2; TIM10 inh: 5; MIN6 prolif: 5

What do the screens show for `CN(CCOc1ccc(Cl)cc1)C(=O)c1ccc2c(=O)n3c(nc2c1)CCC3`?
APOBEC3G inh: -4; mIAP activ: 0.94; tim10-1 inh: 1; mIAP inh: 6; A3A deaminase: 2; NALP3 yeast inh: 14; hIAP inh: -14; TIM10 inh: 15; MIN6 prolif: -1

How did CC(C)N(C1=CC(=O)OC12CCCCC2)C(C)C do in these assays?
APOBEC3G inh: -12; mIAP activ: 1; tim10-1 inh: 16; mIAP inh: -2; A3A deaminase: -3; NALP3 yeast inh: 16; hIAP inh: -10; TIM10 inh: 14; MIN6 prolif: -1

What do the screens show for `O=C(/C=C/c1ccccc1)NCCS(=O)(=O)N1CCN(c2ccccc2)CC1`?
APOBEC3G inh: -5; mIAP activ: 1; tim10-1 inh: 2; mIAP inh: 0; A3A deaminase: -4; NALP3 yeast inh: 13; hIAP inh: 0; TIM10 inh: -9; MIN6 prolif: 5

Results for Cc1nonc1CN(C)C(=O)c1ccc(OC2CCN(Cc3ccccn3)CC2)cc1 ?
APOBEC3G inh: -9; mIAP activ: 1; tim10-1 inh: 17; mIAP inh: -3; A3A deaminase: -2; NALP3 yeast inh: 2; hIAP inh: -6; TIM10 inh: -14; MIN6 prolif: 0

How did COc1ccc(-c2cn(-c3ccc(C)c(C)c3)c(=S)[nH]2)cc1OC do in these assays?
APOBEC3G inh: 3; mIAP activ: 1; tim10-1 inh: 10; mIAP inh: -1; A3A deaminase: 1; NALP3 yeast inh: 18; hIAP inh: -5; TIM10 inh: 9; MIN6 prolif: -4

What do the screens show for `CCc1ccc(OCCOCC(O)CN(CCO)CCO)cc1` (stereo not drawn)?
APOBEC3G inh: -7; mIAP activ: 0.82; tim10-1 inh: 3; mIAP inh: 18; A3A deaminase: -1; NALP3 yeast inh: 6; hIAP inh: -11; TIM10 inh: 0; MIN6 prolif: 0

How did CCOC(=O)C1CCCN(C(=O)c2cc(S(=O)(=O)N3CCCCC3)ccc2Cl)C1 (stereo not drawn) do in these assays?
APOBEC3G inh: -9; mIAP activ: 0.98; tim10-1 inh: 17; mIAP inh: 2; A3A deaminase: 1; NALP3 yeast inh: 16; hIAP inh: 3; TIM10 inh: 3; MIN6 prolif: -3

Results for COc1cc2c(cc1OC)CN(C(=O)c1ccncc1)CC2 ?
APOBEC3G inh: -11; mIAP activ: 1; tim10-1 inh: 12; mIAP inh: -3; A3A deaminase: -5; NALP3 yeast inh: -14; hIAP inh: -2; TIM10 inh: -8; MIN6 prolif: 3

What do the screens show for `O=S(=O)(c1cccnc1)N1CCn2cccc2C1c1ccccc1F` (stereo not drawn)?
APOBEC3G inh: -5; mIAP activ: 0.92; tim10-1 inh: 15; mIAP inh: 8; A3A deaminase: 0; NALP3 yeast inh: 12; hIAP inh: -2; TIM10 inh: -1; MIN6 prolif: 0

Results for Cc1ccccc1Sc1ncccc1[N+](=O)[O-] ?
APOBEC3G inh: -1; mIAP activ: 0.97; tim10-1 inh: -9; mIAP inh: 3; A3A deaminase: 3; NALP3 yeast inh: -8; hIAP inh: 4; TIM10 inh: -14; MIN6 prolif: -2
